Source: PubChem BioAssay (several laboratories)
GALR2 blocker – blocks the human galanin receptor 2 | O43603 | GALR2-expressing cells, antagonist mode | inhibition, % at 4 µM | actives 0.39% (n = 140,000) | AID 828; in the data active = inhibition above about 27%;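 note: cells stimulated with galanin 1-16 at roughly its EC80; 0% = agonist challenge control and 100% = basal control without agonist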
Target sequence (O43603 whole entry, looked up): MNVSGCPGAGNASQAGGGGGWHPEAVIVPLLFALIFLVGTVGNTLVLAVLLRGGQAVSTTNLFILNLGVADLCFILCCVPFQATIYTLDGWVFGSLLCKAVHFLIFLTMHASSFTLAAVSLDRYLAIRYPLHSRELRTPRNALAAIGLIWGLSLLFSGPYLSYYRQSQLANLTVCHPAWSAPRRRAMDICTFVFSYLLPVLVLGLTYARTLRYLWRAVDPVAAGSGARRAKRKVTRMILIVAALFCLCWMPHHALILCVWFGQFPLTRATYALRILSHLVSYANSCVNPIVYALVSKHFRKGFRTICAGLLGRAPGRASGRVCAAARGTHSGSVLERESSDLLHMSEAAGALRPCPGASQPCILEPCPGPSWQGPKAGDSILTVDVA
Yeast life ext – extends the lifespan of yeast | actives 0.68% (n = 130,000) | S. cerevisiae growth with nicotinamide, OD615; deaD strain in restrictive glucose medium | inhibition of the nicotinamide effect, % at 10 µM | AID 775;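 active = inhibition above a set limit, placed 3 SD over the median of all compounds, cut at about 26% in these data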;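 note: 0% = nicotinamide-treated wells and 100% = cells grown without nicotinamide; some compounds called inactive have numbers as strong as hits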
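assay system = DeaD-strain S. cerevisiae | buffer or medium = restrictive glucose medium | reagent = 1.5 mM nicotinamide | compound = 10 µM single point, 0.25% DMSO | incubation = 48 h compound exposure at 30 °C, humidified | signal = OD615 measurement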
NPY-Y2 antag – NPY-Y2 (human) receptor antagonism | inhibition, % at 2.7 µM | NPY-Y2 expressing cells, antagonist mode | P49146 | actives 0.99% (n = 140,000); in the data active = inhibition above about 17%;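 note: 0% = vehicle with agonist challenge and 100% = reference antagonist with challenge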
Target sequence (P49146 whole entry, looked up): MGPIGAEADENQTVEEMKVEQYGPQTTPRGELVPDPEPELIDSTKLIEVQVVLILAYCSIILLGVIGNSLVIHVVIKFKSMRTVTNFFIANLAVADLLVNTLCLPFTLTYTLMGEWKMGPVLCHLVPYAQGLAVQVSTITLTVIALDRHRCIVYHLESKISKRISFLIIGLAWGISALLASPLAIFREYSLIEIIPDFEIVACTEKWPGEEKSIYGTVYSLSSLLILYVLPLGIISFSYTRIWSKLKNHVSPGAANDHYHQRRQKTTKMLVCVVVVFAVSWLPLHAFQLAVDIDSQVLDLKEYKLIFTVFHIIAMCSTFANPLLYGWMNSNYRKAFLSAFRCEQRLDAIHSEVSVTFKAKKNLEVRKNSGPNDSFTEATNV
E-sel TNF inh – blocks E-selectin expression induced by TNF alpha; HUVEC TNFa-induced E-selectin immunofluorescence, high content; inhibition, % at 2 µM; actives 0.71% (n = 120,000); AID 1246;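 active = inhibition above the batch mean plus 3 SD, and confirmed as a hit on visual image review, cut at about 43% in these data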;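 note: 0% = TNF-stimulated DMSO wells and 100% = unstimulated control wells; not every result past the cut was called active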
BB579 growth dn – yeast BB579 growth reduction in restrictive medium; S. cerevisiae BB579 growth, OD615, 48 h; inhibition, % at 10 µM; actives 0.51% (n = 140,000); AID 804;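 active = inhibition above a set limit, 3 SD over the mean compound inhibition, cut at about 44% in these data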; note: inactives centre near -24
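System: Saccharomyces cerevisiae DeaD strain BB579, replicative lifespan model yeast. Buffer or medium: restrictive glucose-based CSMM-D medium. Doses: one dose, 10 µM compound with 0.25% DMSO. Timing: 4 h preincubation and 48 h exposure at 30 °C. Detection: turbidity as optical density at 615 nm. Benchmarks: amphotericin B 10 µg/mL, positive.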
Phagocyt inh – inhibitors of macrophage phagocytosis; J774A.1 macrophage IgG-bead phagocytosis, imaging; inhibition, % at 5 µM; actives 0.07% (n = 110,000);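 active = inhibition above the mean of the plate negative controls plus 5 SD, cut at about 13% in these data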;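 note: phagocytic index as fraction of beads internalized from green versus red external bead signal; plate controls were DMSO negative control for no effect and cytochalasin-D positive control for full effect; some results beyond the cut were filed as inactive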
bCat KO growth – beta-catenin-lacking colon tumor cell growth suppression; HCT116 beta-catenin knockout viability, CellTiter-Glo, 60 h; stronger effect = lower value; viability, % at 10 µM; actives 1.5% (n = 140,000); AID 818;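 active = viability at or under a set limit, the compound median less 4 SD, cut at about 6% in these data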;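 note: 0% = Hyamine 1622 control at 20 µM and 100% = untreated cell control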
HCT116 PTEN-null – PTEN-deleted cell growth suppression; actives 1.2% (n = 140,000); viability, % at 10 µM; HCT116 PTEN-null viability, CellTiter-Glo, 60 h; stronger effect = lower value; AID 827;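 active = viability at or below a set limit, 4 SD under the median of all tested compounds, cut at about 3.7% in these data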;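 note: PTEN knockout HCT116 line with beta catenin targeted HCT116 as companion control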
MRP1 act – MRP-1 activation | actives 0.61% (n = 140,000) | H69AR cells + doxorubicin, viability rescue, CellTiter-Glo | viability increase, % at 10 µM;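 active = viability gain under doxorubicin at or above a set limit, the compound median plus 3 SD, cut at about 4.7% in these data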;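 note: MRP-1 overexpressing cells given doxorubicin 25 µM after compound pretreatment; 18-22 h compound pretreatment then 72 h with doxorubicin before readout; 0% = doxorubicin-only wells and 100% = vehicle-treated cells without doxorubicin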
Measles CPE – protection of cells from measles virus | protection (pct of control), % at 4 µM | actives 1.5% (n = 140,000) | AID 841 | Measles virus-infected cells, CPE protection, absorbance; in the data active = protection mostly above about 24%, no sharp cut-off; inactive = mostly below about 26%; note: some compounds called inactive have numbers as strong as hits
Starred values were filed as active, the others as inactive; x = not tested or not shown.

Value order: GALR2 blocker, E-sel TNF inh, MRP1 act, NPY-Y2 antag, HCT116 PTEN-null, Yeast life ext, BB579 growth dn, Measles CPE, Phagocyt inh, bCat KO growth
COC(=O)/C(=C\c1ccc2c(c1)c1ccccc1n2C)NC(=O)c1ccccc1
  -2, x, 1.0, 2, 66, 0, -12, 8, -12, 76
CCOC(=O)/C(=N/Nc1ccc(Cl)cc1)Sc1nnnn1-c1ccc(C)cc1
  4, x, 0.6, -1, 90, 4, -7, 17, -5, 92
FC(F)(F)Oc1ccc(Nc2nc3ccccc3o2)cc1
  20, x, -1.4, 2, 87, -24, -15, 9, -2, 91
COC(=O)NNC(=O)c1ccc(C)c(Br)c1
  7, 15, 1.1, 0, 98, 5, -57, 5, -3, 90
CCOC(=O)C1CCN(C(=O)CSc2cc(=O)n(C)c3ccccc23)CC1
  0, x, -3.4, 0, 80, -3, -16, 5, -4, 75
CCOC(=O)N1CCN(S(=O)(=O)c2ccc(Br)s2)CC1
  -6, 16, -0.8, 0, 92, 1, -4, 5, -1, 93
O=C(CCl)Nc1cc(-c2ccccc2)nn1-c1ccccc1
  9, 20, -5.8, 1, 2.5*, 7, 11, 0, 0, 3.6*
C/C(=N\NC(=O)c1ccc([N+](=O)[O-])cc1)c1cc2ccccc2oc1=O
  10, x, 2.6, 0, 27, 7, -26, 6, -13, 35
COc1ccc2c(c1)CCc1c(C(=O)N3CC4(C)CC3CC(C)(C)C4)noc1-2 (stereo not given)
  -2, 17, 1.1, 3, 76, -10, -81, 16, x, 71
COc1ccc(C(c2nnnn2C2CCCC2)N2CCN(c3ccccc3)CC2)cc1 (stereo not given)
  -6, -18, -4.6, 15, 66, x, -31, 10, x, 73
CCOC(=O)/C(C#N)=C/c1cc(C)n(-c2ccc(C)cc2)c1C
  -7, 23, -3.2, 13, 82, -5, -28, 8, 0, 81
O=C(NCCNc1cc(Cl)ccc1[N+](=O)[O-])c1ccco1
  8, -26, -0.9, 0, 94, -9, -2, 12, -12, 94
O=C(OCCN1C(=O)c2ccccc2C1=O)c1cc(S(=O)(=O)N2CCOCC2)ccc1Cl
  9, x, -2.8, 2, 107, 1, -28, 74*, 0, 89
COC(=O)c1ccc(N2CCN(S(=O)(=O)c3ccccc3)CC2)c([N+](=O)[O-])c1
  3, x, -0.4, -1, 91, -11, -12, 16, 0, 80
Cc1cc(C)n(-c2nc(SCCN(C)C)c3c4c(sc3n2)CCCC4)n1
  11, -8, -5.9, 101*, 2.0*, -27, -34, 7, 5, 3.0*
Cc1c(C(=O)c2cccc([N+](=O)[O-])c2)c2ccccn2c1CCC#N
  -2, x, -1.8, 0, 99, 4, -38, 4, -1, 86
N#Cc1cc2c(nc1SCc1ccccc1)CCC2
  9, -24, 2.3, 3, 100, x, 1, 12, x, 99
COC(=O)c1cccc(S(=O)(=O)N2CCC(NC(=O)NC34CC5CC(CC(C5)C3)C4)CC2)c1
  -4, 1, -2.0, 2, 50, -5, -41, 10, 1, 66
CC(=O)OC(CC(=O)O)C[N+](C)(C)C (stereo not given)
  2, x, -2.8, 6, 43, 4, -23, 16, x, 32
Cc1nnc(NC(=O)C2CCN(c3cnccn3)CC2)s1
  1, 9, 0.4, -1, 105, -15, -49, 5, -1, 104

(next part)
Value order: GALR2 blocker, E-sel TNF inh, MRP1 act, NPY-Y2 antag, HCT116 PTEN-null, Yeast life ext, BB579 growth dn, Measles CPE, Phagocyt inh, bCat KO growth
C=C(C)CN(CC)C(=O)CSc1nc2ncc(Cl)cc2[nH]1
  -8, 33, -1.1, 4, 103, -7, 22, 4, -1, 104
COC(=O)C/C=C/[C@@H](C)[C@@H](/C=N/OC[C@H]1O[C@H](c2ccccc2)C=C[C@@H]1Oc1ccc(OC)cc1)NS(=O)(=O)c1ccc(C)cc1
  -1, -10, -0.8, 0, 78, 10, -30, 4, x, 88
COc1cccc(-c2ccc(-c3noc(-c4ccccc4F)n3)c(OC)n2)c1
  -1, 5, 1.2, 1, 105, -8, -38, 4, 3, 109
O=C(CSc1ncccn1)NCc1ccccc1Cl
  3, 60*, 0.4, 1, 104, -11, 3, 9, 0, 105
C=CCN(CC=C)C(=O)Cc1ccc(F)cc1
  5, -17, -3.2, 2, 81, -22, -22, 3, -2, 76
Cc1ccc(CCNC(=O)C2CCCN(C(=O)N(C)C)C2)cc1 (stereo not given)
  8, -38, 0.9, 0, 105, -14, 9, 16, 0, 117
Oc1ccc2ccccc2c1CN1CCN(c2ccccc2)CC1
  3, 16, -3.2, 3, 100, 3, -37, 3, 3, 96
CS(=O)(=O)N1CCN(c2ccccc2NC(=O)c2ccc(Br)o2)CC1
  -6, 7, -4.3, 5, 80, -14, -19, 10, -2, 71
COc1ccccc1C1CC(=O)n2c(nc(-c3ccccc3)c2-c2ccccc2)S1 (stereo not given)
  16, -17, 0.1, 1, 106, 1, -21, 5, -3, 99
Cc1nc(-c2cccc(S(=O)(=O)N3CCC(C)CC3)c2)cs1
  -9, -12, -0.2, -1, 89, 12, -24, 2, -1, 104
CC(C)(C)C(=O)Nc1ccc2c(c1)-c1cc(NC(=O)C(C)(C)C)ccc1C2
  6, -47, -3.7, 5, 55, -15, -22, 8, x, 60
O=C1c2ccccc2-c2onc3c(Oc4ccccc4)cc(O)c1c23
  -3, 0, -3.0, 1, 77, 92*, -46, 1, -2, 68
CCCNS(=O)(=O)c1ccc(NC(=O)Cc2cccs2)cc1
  -4, -23, -3.0, 2, 89, x, -41, 30, x, 94
COc1ccc(OC)c(NC(=O)C(=O)NNC(=O)c2cccs2)c1
  -9, -11, -1.8, 1, 93, -4, -60, 8, -7, 90
Cc1nn(-c2ccccc2)c(Cl)c1C(=O)Nc1nnc(C2CCCCC2)s1
  -1, 3, -3.2, 0, 77, -9, -44, 18, x, 81
COc1ccc(C(=O)NC(=S)Nc2ccc([N+](=O)[O-])cc2C)cc1OC
  2, 2, -1.8, 7, 93, -22, -38, 12, 0, 93
O=C(CCC(=O)c1ccc(F)cc1)Nc1ccccc1Cl
  -5, -16, -3.0, 3, 100, -7, 2, 2, -3, 82
COc1cccc(C(=O)OCn2nnc3ccccc3c2=O)c1
  -1, -22, -0.2, 4, 98, -10, -21, 7, x, 95
CCSc1nc(O)c(C2OC(=O)c3c2ccc(OC)c3OC)c(=O)n1-c1ccccc1 (stereo not given)
  -1, 3, 0.5, 4, 98, -4, -88, 1, 0, 88
CC(C)(C)c1ccc(C(=O)N2CCC(C(=O)NCC3CCCO3)CC2)cc1 (stereo not given)
  4, -45, -3.7, -1, 96, -6, 8, 26, 0, 108

(next part)
Value order: GALR2 blocker, E-sel TNF inh, MRP1 act, NPY-Y2 antag, HCT116 PTEN-null, Yeast life ext, BB579 growth dn, Measles CPE, Phagocyt inh, bCat KO growth
O=C(CNC(=S)NC(=O)c1cccc([N+](=O)[O-])c1)c1ccccc1
  13, x, 0.3, 1, 94, -5, -20, 5, 0, 94
Cc1ccc(-n2c3c(cc(C(=O)O)c2=O)C(=O)CC(C)(C)C3)cc1
  7, -6, -0.7, -2, 105, -10, -29, 55*, -1, 98
Nc1nc(-c2ccccc2)cc(N2CCCCC2)n1
  2, -14, -0.9, 10, 13, -3, -3, 2, 0, 12
COc1cccc(CN(c2ccc3c(c2)CCC3)S(=O)(=O)c2ccc(-n3cnnn3)c(OC)c2)c1
  -3, x, -3.0, -1, 90, 5, -17, 6, -4, 93
C=CCn1c(C(C)NC(=O)CCC)nc2ccccc21 (stereo not given)
  2, 15, -0.6, 1, 98, x, -35, 25, x, 97
O=C(COC(=O)c1cn(-c2ccccc2)nc1-c1ccccc1)c1cccc([N+](=O)[O-])c1
  2, 27, -1.8, 2, 90, -26, -9, 6, -5, 100
Cn1nnnc1SCC(=O)N(C1CCCCC1)C1CCCCC1
  6, -6, -2.4, 1, 83, -7, -34, 3, 0, 78
O=C(COC(=O)c1n[nH]c(=O)c2ccccc12)c1ccc(Cl)cc1
  3, -4, -0.6, 2, 107, -5, -28, 2, 1, 101
Cn1c(=O)c(C(=O)CCl)c(N)n(CC2CC2)c1=O
  4, x, -1.9, 0, 89, 1, -51, 1, x, 80
Cc1ccc(NC(=S)N(Cc2cccs2)Cc2cc3cc(C)cc(C)c3[nH]c2=O)cc1
  1, 10, -2.9, 1, 69, 1, -15, 19, -12, 66
COc1ccc(N2CCN(C(=S)Nc3cccc(C)c3C)CC2)cc1
  5, 1, -0.4, -1, 96, 4, -74, 10, x, 90
COCn1ccnc1C(O)(c1ccc(OC)cc1)c1ccc(OC)cc1
  7, x, 0.1, 2, 107, 11, 14, 14, 3, 96
COc1cccc(NC(=O)Cc2ccc(C)cc2)c1
  5, 2, -1.4, 4, 113, -12, -23, 5, 0, 100
CS(=O)(=O)c1ccc2nc(N)sc2c1
  8, 12, -2.1, 0, 101, -1, -27, 5, 0, 88
CCn1c2ccccc2c2cc(NC(=O)c3cccc(OC)c3OC)ccc21
  14, 11, 1.2, 2, 55, -4, -24, 16, -8, 68
O=C1c2ccccc2C(=O)N1Cc1nc2ccccc2o1
  2, -47, -1.7, 1, 105, 3, -44, 10, 0, 99
Cc1cc(C)nc(Sc2ccc([N+](=O)[O-])cc2[N+](=O)[O-])n1
  15, x, -5.2, -1, 21, -3, -18, 12, -7, 25
CCOc1ccc(Nc2nc(Cc3nnc(SCC(=O)O)o3)cs2)cc1
  7, x, 0.9, 0, x, -8, -44, 15, 1, 90
COc1ccc(N2CCN(c3oc(Cc4cccc5ccccc45)nc3C#N)CC2)cc1
  2, 9, 0.8, 10, 70, -3, -32, 3, -1, 62
COc1ccccc1-n1c(SCC(=O)Nc2ccccc2C)nc(O)cc1=O
  -13, 45, -0.9, 5, 85, -35, -41, 5, 0, 81
O=C(Nc1ccc2ccccc2c1)c1cnccn1
  4, -36, -2.0, 1, 89, -10, -14, 3, 0, 87
